HT1080 EIF4E-luc2: inhibitors of EIF4E gene expression, primary screen, cell-based, HT1080, luciferase reporter (AID 1224817); HT1080 EIF4E-luc2 knock-in reporter, luciferase, 16 h; hits give low values; log2 luciferase activity ratio at 2.5 µM; hit rate 1% among 2,000;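 active = log2 luciferase ratio at or below -0.5849, meaning signal at two thirds of solvent-only control or lower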;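 note: luciferase reports endogenous eIF4E expression since it is co-expressed from the native EIF4E locus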
* marks the source's active call; other numbers are inactive results. The list is partial (hit frequency here may not be typical).

SMILES	HT1080 EIF4E-luc2
[N-]=[N+]=CC(=O)CCC(N)C(=O)O (centres undefined)	-0.0435
O=C(O)CC1OCC=C2CN3CCC45C6=CC(=O)C(=O)C([N+](=O)[O-])=C6NC4C1C2CC35 (centres undefined)	-0.175
CC(Cc1ccc(Cl)cc1Cl)NO (centres undefined)	0.563
CC1OC(=O)C2CC3CCCCC3C(/C=C/C3CCCC(C)N3C)C12 (centres undefined)	0.073
CC(=N\O)/C(C)=N/O.CC(=N\O)/C(C)=N/O.CC(=N\O)/C(C)=N/O.CC(=N\O)/C(C)=N/O.[CH3-].[CH3-].[Co].[Co]	-0.174
Cc1ccc(O)cc1 (tested in a mixture with another compound)	-0.203
COc1cc(O)c2c(O)c3c(c4c2c1[C@]1(C4)C(C)=CCCC1(C)C)[C@H](O)[C@@]1(O)CC(=O)C(C(N)=O)=C(O)[C@@]1(O)C3=O	-0.0906
Oc1ccc(C(O)C2CCCCN2)cc1O (centres undefined)	-0.169
CC(O)CN(CCN(CC(C)O)CC(C)O)CC(C)O.O=[N+]([O-])O.[Cu+2] (centres undefined)	0.0187
CC1CCC2C(C)C(=O)OC3OC4(C)CCC1C32OO4 (centres undefined)	-0.293
CC(=O)OC1CC2(C)C(=CC1C1SCCS1)CCC1C2CCC2(C)C(OC(C)=O)CCC12 (centres undefined)	0.413
CCSCCC(N)C(=O)O (centres undefined)	0.0681

Structures above containing sulfur (2):
SMILES	HT1080 EIF4E-luc2
CC(=O)OC1CC2(C)C(=CC1C1SCCS1)CCC1C2CCC2(C)C(OC(C)=O)CCC12 (centres undefined)	0.413
CCSCCC(N)C(=O)O (centres undefined)	0.0681

Back to the main list, repeating the seven entries before the break.
SMILES	HT1080 EIF4E-luc2
Cc1ccc(O)cc1 (tested in a mixture with another compound)	-0.203
COc1cc(O)c2c(O)c3c(c4c2c1[C@]1(C4)C(C)=CCCC1(C)C)[C@H](O)[C@@]1(O)CC(=O)C(C(N)=O)=C(O)[C@@]1(O)C3=O	-0.0906
Oc1ccc(C(O)C2CCCCN2)cc1O (centres undefined)	-0.169
CC(O)CN(CCN(CC(C)O)CC(C)O)CC(C)O.O=[N+]([O-])O.[Cu+2] (centres undefined)	0.0187
CC1CCC2C(C)C(=O)OC3OC4(C)CCC1C32OO4 (centres undefined)	-0.293
CC(=O)OC1CC2(C)C(=CC1C1SCCS1)CCC1C2CCC2(C)C(OC(C)=O)CCC12 (centres undefined)	0.413
CCSCCC(N)C(=O)O (centres undefined)	0.0681
COc1cccc2c1cc([N+](=O)[O-])c1c(C(=O)O)cc3c(c12)OCO3	0.0595
CS(=N)(=O)CCC(N)P(=O)(O)O (centres undefined)	-0.173
Oc1cccc2cccnc12	-0.013
CC(C)(C)c1ccc(O)c(C[N+](C)(C)C)c1	0.0293
CCC1C2Cc3ccc(O)cc3C1(CC)CCN2C (centres undefined)	0.276
O=C1C=C2C=CC3CC2(O1)C1CCCCN31 (centres undefined)	-0.0158
[N-]=[N+]=NCC(=O)c1c[nH]c(=O)[nH]c1=O	0.0376
O=C(O)C(=O)Cc1ccc2c(c1)OCO2	-0.135
CC(=O)O/C(=C1\C[C@H]2[C@@H]3CC=C4C[C@@H](OC(C)=O)CC[C@]4(C)[C@H]3CC[C@]2(C)C1=O)C(F)(F)F	-0.104
O=S(=O)(O)/C(=C\c1ccccc1)c1ccccc1 (tested in a mixture with another compound)	-0.0185
O=C1NC(=S)NC(=O)C1=Cc1cccc2cc3ccccc3cc12	-0.106

Screening data (PubChem BioAssay)
